NR2E3 ag-1 = NR2E3 (human) agonism | Q9Y5X4 | GST-NR2E3/biotin-RetCOR TR-FRET, 1536-well | inhibition of corepressor binding, % at 4.78 µM | 320,000 tested, 0.12% active | AID 2300;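 active = percent inhibition above the cutoff of mean plus 3 SD of all tested compounds, set per screening campaign, cut at about 20% in these data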;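 also: 0% = DMSO wells and 100% = biotin wells as full block of FRET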
Target sequence (Q9Y5X4 whole entry, looked up): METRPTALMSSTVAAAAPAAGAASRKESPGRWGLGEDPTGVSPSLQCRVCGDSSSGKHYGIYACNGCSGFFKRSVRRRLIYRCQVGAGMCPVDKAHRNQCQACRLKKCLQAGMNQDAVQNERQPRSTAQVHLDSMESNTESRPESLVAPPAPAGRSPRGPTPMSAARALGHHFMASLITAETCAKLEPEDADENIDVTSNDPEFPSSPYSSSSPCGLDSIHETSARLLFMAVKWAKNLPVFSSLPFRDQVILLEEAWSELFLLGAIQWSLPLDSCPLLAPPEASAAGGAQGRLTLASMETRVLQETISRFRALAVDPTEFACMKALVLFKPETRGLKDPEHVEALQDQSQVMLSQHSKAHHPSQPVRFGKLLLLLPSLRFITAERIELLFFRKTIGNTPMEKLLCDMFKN
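Format: 1536-well format; test system: GST-NR2E3 and biotin-RetCOR proteins; read-out basis: percent inhibition of TR-FRET ratio; timing: 5 h incubation at 4 °C; detection: time-resolved FRET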
CF NFkB inh = blocks PAF-induced NF-kB reporter in cystic fibrosis cells | AID 588850 | 360,000 tested, 0.86% active | KKLEB NF-kB-GFP reporter, GFP fluorescence overnight | inhibition, % at 5 µM;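 active = at least 50% inhibition at 5 µM, scaled per plate between neutral and stimulator controls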;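 also: PAF is a Pseudomonas aeruginosa culture filtrate used as stimulus; plate controls were PAF-stimulated DMSO wells for no effect and unstimulated DMSO wells for full effect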
MITF TRPM1 inh = MITF TRPM1 promoter inhibition in SK-MEL-5 cells; SK-MEL-5 TRPM1 promoter luciferase, 24 h; inhibition, % at 12.5 µM; 330,000 tested, 0.83% active;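 active = mean inhibition across replicates of 60% or more, whatever share of single replicates reaches that level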; also: values of inactives mirror those of a sister screen read the other way
Shn3 3UTR inh = Schnurri-3 reporter inhibition in Clone20 osteoblasts | inhibition, % at 12.5 µM | AID 588674 | 360,000 tested, 0.52% active | Clone20 osteoblast Shn3 3'UTR firefly luciferase, 24 h;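 active = mean inhibition of at least 75% with every replicate also reaching 75%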;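 also: 0% = median of neutral control wells and 100% = pilot-screen positive control compound; some compounds past the cut are filed as inactive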
aDG glyco act = increases alpha dystroglycan glycosylation. Pro5-aDG cells, alpha-DG glycosylation AlphaScreen (IIH6); 0% Pro5, 100% B10-LARGE cell signal. activation, % at 10 µM. 360,000 tested, 0.22% active;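 active = activation of at least 8% versus controls, or a plate z-score of at least 8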;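 also: Pro5 are CHO cells carrying HIG-tagged alpha-DG that lacks glycosylation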
HIF-2a block = inhibitors of HIF-2a | 786-0 RCC cells HIF-2a reporter, luciferase luminescence, overnight | inhibition, % at 18.8 µM | 360,000 tested, 0.72% active;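 active = inhibition of the luminescence signal of 40% or more relative to plate controls, in a single-dose primary screen at 18.75 µM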
Peg3 prom inh = inhibitors of Peg3 promoter; HeLa PEG-Prom luciferase reporter, luminescence, overnight; inhibition, % at 20 µM; 360,000 tested, 1.7% active; AID 588405;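 active = inhibition of at least 50% at 20 µM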
hiPSC survival = increases survival of single human iPS cells. survival enhancement, % at 20 µM. hiPSC single-cell survival, ATPlite luminescence; 100% = ROCK inhibitor wells, 0% = DMSO. 360,000 tested, 0.044% active; in the data active = survival enhancement above about 18%;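 also: cells exposed to compounds for 16 hours before the ATP read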
NR2E3 ag-2 = activates human NR2E3 receptor. Q9Y5X4. CHO-S Gal4-NCOR/VP16-NR2E3 two-hybrid, luciferase. inhibition of corepressor binding, % at 3.98 µM. 360,000 tested, 0.35% active. AID 602229;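 active = inhibition above the mean of all tested compounds plus 3 SD, cut at about 70% in these data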;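 also: 0% = DMSO with NR2E3 transfected cells and 100% = cells lacking NR2E3 construct; higher means lower luciferase signal from less NR2E3 corepressor binding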
TWEAK-Fn14 inh = inhibitors of TWEAK-Fn14 interaction signaling; TWEAK-stimulated Fn14 reporter cells, luciferase luminescence, 8 h; inhibition, % at 10 µM; 360,000 tested, 2% active; AID 1159606; in the data active = inhibition above about 50%
KKLEB cytotox = reduces viability of KKLEB cystic fibrosis airway cells; KKLEB CF airway cells viability, ATPlite luminescence, overnight; stronger effect = lower value; cells stimulated with P. aeruginosa culture filtrate; activity change (cytotoxicity), % at 5 µM; 360,000 tested, 0.36% active;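 active = corrected activity change at or below -50% at 5 µM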
Active calls of the source: *; · = no result given.

1	CC[C@@]1(C(=O)OC)N[C@H](CN(C)S(=O)(=O)c2ccc(-c3ccccc3)cc2)[C@@H]2C(=O)N(C)C(=O)[C@@H]21
2	COc1ccccc1-c1cc(C(F)(F)F)nc(S(=O)(=O)CCCC(=O)NCc2ccc(F)cc2)n1
3	Cc1ccc(NC(=O)c2sc3ncn(CC(=O)N4CCN(c5ccccn5)CC4)c(=O)c3c2C)cc1F
4	CN(C(=O)CCc1nnc(-c2ccc(-c3ccccc3)cc2)o1)C1CCOCC1
5	C(#Cc1ccccc1)C[N+]1(CC#Cc2cccc3ccccc23)CCOCC1

Assay by compound	1	2	3	4	5
NR2E3 ag-1	·	3	-1	-2	·
CF NFkB inh	0	95*	-14	-95	11
MITF TRPM1 inh	0	90*	3	-3	17
Shn3 3UTR inh	5	88*	28	56	-3
aDG glyco act	0.0	-0.6	0.3	0.6	0.0
HIF-2a block	6	80*	4	13	27
Peg3 prom inh	-4	107*	-17	-52	7
hiPSC survival	10	0.1	1.3	-0.3	1.8
NR2E3 ag-2	-43	6	76*	44	-18
TWEAK-Fn14 inh	1	99*	16	17	-4
KKLEB cytotox	1	-88*	19	16	-5

6	O=C(O)c1ccc2c(c1)OCCCO2
7	COC(=O)C(NS(=O)(=O)c1ccccc1Cl)c1ccccc1 (stereo not drawn)
8	CC(=O)Nc1ccc(NC(=O)C2CC(=O)N(c3ccc(Cl)cc3)C2)cc1 (stereo not drawn)
9	O=C(c1ccccc1)C1CN(Cc2ccccc2)CCC1(O)c1ccccc1 (stereo not drawn)
10	COc1ccc2oc(C(=O)OCC(=O)N(C)CC(=O)Nc3ccc(F)cc3)c(C)c2c1

Assay by compound	6	7	8	9	10
NR2E3 ag-1	1	-2	4	3	2
CF NFkB inh	-14	12	-23	4	-12
MITF TRPM1 inh	4	6	4	3	-2
Shn3 3UTR inh	-8	-9	0	7	-4
aDG glyco act	0.0	-0.2	-0.1	0.1	0.2
HIF-2a block	-3	19	9	-12	-29
Peg3 prom inh	5	14	6	3	-25
hiPSC survival	1.6	0.9	-0.3	0.2	0.3
NR2E3 ag-2	-26	-2	-10	-30	18
TWEAK-Fn14 inh	6	17	5	1	-3
KKLEB cytotox	-4	2	1	8	8

11	Cc1cccc(C)c1Oc1nc(-c2ccccc2)ncc1S(=O)(=O)c1ccccc1
12	O=C(O)CN(c1ccccc1F)S(=O)(=O)c1ccccc1
13	c1ccc2c(c1)[nH]c1c(N3CCSCC3)ncnc12
14	Nc1nc(SCC(=O)Nc2cccnc2Cl)n[nH]1
15	Cc1cc(C(F)(F)F)nn2cnnc12

Assay by compound	11	12	13	14	15
NR2E3 ag-1	4	-3	1	-2	4
CF NFkB inh	4	-1	-10	10	0
MITF TRPM1 inh	3	-17	34	8	-10
Shn3 3UTR inh	-7	4	58	-8	-26
aDG glyco act	0.3	0.0	0.8	-0.5	0.0
HIF-2a block	12	11	8	7	11
Peg3 prom inh	18	2	22	0	17
hiPSC survival	1.8	-0.6	1.3	-1.3	-0.8
NR2E3 ag-2	10	11	22	19	3
TWEAK-Fn14 inh	5	5	37	9	13
KKLEB cytotox	-2	8	-2	-1	9

Single records, from the list above. Values in the order: NR2E3 ag-1, CF NFkB inh, MITF TRPM1 inh, Shn3 3UTR inh, aDG glyco act, HIF-2a block, Peg3 prom inh, hiPSC survival, NR2E3 ag-2, TWEAK-Fn14 inh, KKLEB cytotox
Entry for Cc1cccc(C)c1Oc1nc(-c2ccccc2)ncc1S(=O)(=O)c1ccccc1 : 4, 4, 3, -7, 0.3, 12, 18, 1.8, 10, 5, -2
Entry for c1ccc2c(c1)[nH]c1c(N3CCSCC3)ncnc12 : 1, -10, 34, 58, 0.8, 8, 22, 1.3, 22, 37, -2

Later entries:
16	O=C(Nc1cccc(Cl)c1)C1CCCN(S(=O)(=O)c2cnc[nH]2)C1 (stereo not drawn)
17	O=C(COc1ccccc1)Nc1nnc(COc2ccccc2)s1
18	CCOc1ccc(NCCC(=O)c2ccc3c(c2)OCO3)cc1
19	Nc1ccc(S(=O)(=O)NC2(C(F)(F)F)NC(=O)N(c3ccccc3Cl)C2=O)cc1 (stereo not drawn)
20	O=C(c1cccc(S(=O)(=O)N2CCCC2)c1)N1CCCc2ccccc21

Assay by compound	16	17	18	19	20
NR2E3 ag-1	3	·	-1	-3	3
CF NFkB inh	-5	12	5	0	2
MITF TRPM1 inh	8	-9	-9	-1	11
Shn3 3UTR inh	5	9	-9	0	-28
aDG glyco act	0.2	-0.1	0.3	-0.1	0.7
HIF-2a block	7	-2	-129	20	6
Peg3 prom inh	16	20	-27	27	7
hiPSC survival	-0.8	-0.2	1.0	1.6	0.2
NR2E3 ag-2	21	-29	-20	13	-9
TWEAK-Fn14 inh	2	7	-3	-9	-6
KKLEB cytotox	15	-10	-6	6	-2

Nos. 18 to 20 from above:
18	CCOc1ccc(NCCC(=O)c2ccc3c(c2)OCO3)cc1
19	Nc1ccc(S(=O)(=O)NC2(C(F)(F)F)NC(=O)N(c3ccccc3Cl)C2=O)cc1 (stereo not drawn)
20	O=C(c1cccc(S(=O)(=O)N2CCCC2)c1)N1CCCc2ccccc21

Assay by compound	18	19	20
NR2E3 ag-1	-1	-3	3
CF NFkB inh	5	0	2
MITF TRPM1 inh	-9	-1	11
Shn3 3UTR inh	-9	0	-28
aDG glyco act	0.3	-0.1	0.7
HIF-2a block	-129	20	6
Peg3 prom inh	-27	27	7
hiPSC survival	1.0	1.6	0.2
NR2E3 ag-2	-20	13	-9
TWEAK-Fn14 inh	-3	-9	-6
KKLEB cytotox	-6	6	-2

Next part.
21	Cc1sc2ncnc(N/N=C/c3ccccc3O)c2c1C
22	C[C@H](NC(=O)N1CCn2c1nc1ccccc12)C(=O)NCc1ccccc1
23	CSc1nnnn1CCn1nnnc1SC
24	C[C@@H]1CN([C@@H](C)CO)C(=O)CCCn2nncc2CO[C@@H]1CN(C)C(=O)Nc1cccc(C(F)(F)F)c1
25	Cc1cc(C)c(S(C)(=O)=O)c(S(=O)c2ccc(Cl)cc2)n1 (stereo not drawn)

Assay by compound	21	22	23	24	25
NR2E3 ag-1	0	3	4	·	3
CF NFkB inh	-12	20	-16	10	-4
MITF TRPM1 inh	17	13	8	·	-2
Shn3 3UTR inh	86*	-3	-8	-22	11
aDG glyco act	0.4	0.0	0.0	-0.2	-0.1
HIF-2a block	-177	5	12	-17	1
Peg3 prom inh	-31	9	13	-12	13
hiPSC survival	-1.4	-0.2	-2.5	0.1	2.8
NR2E3 ag-2	-39	30	16	-7	2
TWEAK-Fn14 inh	8	5	-6	-3	-4
KKLEB cytotox	-10	-10	11	10	2

26	CC[C@@H]1C=C(C(=O)O)[C@H](c2ccc(C)cc2)N1S(=O)(=O)c1ccc(C)cc1
27	COC(=O)C(C)Sc1nnc(Cc2cc(=O)[nH]c(=O)[nH]2)n1-c1ccc(Cl)cc1 (stereo not drawn)
28	CC(C(=O)N1CCc2ccccc21)N1CCN(S(=O)(=O)c2ccc3c(c2)OCCCO3)CC1 (stereo not drawn)
29	O=C(c1ccco1)N1CCN(C(=S)Nc2cc(F)cc(F)c2)CC1
30	COc1cccc(-c2nc(CS(=O)CC(=O)NCCCOC(C)C)c(C)o2)c1 (stereo not drawn)

Assay by compound	26	27	28	29	30
NR2E3 ag-1	·	1	·	-3	0
CF NFkB inh	-5	9	22	-6	4
MITF TRPM1 inh	8	-9	8	11	2
Shn3 3UTR inh	-23	6	4	50	-10
aDG glyco act	0.0	-0.1	-0.2	0.0	-0.2
HIF-2a block	10	1	21	3	7
Peg3 prom inh	-17	-1	7	-9	6
hiPSC survival	-1.4	-1.2	3.1	0.0	2.0
NR2E3 ag-2	-23	-2	8	-23	-2
TWEAK-Fn14 inh	-4	-12	-5	14	3
KKLEB cytotox	5	-24	-11	4	9

31	Cc1ccccc1C(=O)NC=C1C(=O)OC(C)(C)OC1=O
32	COc1ccc(OC)c(S(=O)(=O)N2CCN(CC(O)COc3ccccc3)CC2)c1 (stereo not drawn)
33	COc1ccc(CCNC(=O)CN2C(=O)NC(CCSC)C2=O)cc1 (stereo not drawn)
34	CCCS(=O)(=O)N1CCCC(C(=O)NCCc2ccc(OC)c(OC)c2)C1 (stereo not drawn)
35	O=C(NC1(C(F)(F)F)NC(=O)N(C2CCCCC2)C1=O)c1ccco1 (stereo not drawn)

Assay by compound	31	32	33	34	35
NR2E3 ag-1	3	6	0	-3	3
CF NFkB inh	-22	-11	4	-3	-22
MITF TRPM1 inh	16	8	1	-11	-13
Shn3 3UTR inh	-7	4	-35	2	6
aDG glyco act	-0.2	-0.1	0.1	0.1	0.2
HIF-2a block	-20	14	13	12	18
Peg3 prom inh	-31	-11	12	-8	11
hiPSC survival	-0.9	-0.4	-0.7	1.2	-0.5
NR2E3 ag-2	1	-6	-23	-3	0
TWEAK-Fn14 inh	0	-10	13	-4	-17
KKLEB cytotox	26	-21	5	-3	16

36	O=C(CCc1nc2sc3c(c2c(=O)[nH]1)CCCC3)Nc1ccccc1Cl
37	CC(C)=CCC/C(C)=C/CNC(=O)C[C@H]1C[C@H](C(=O)N(C(C)C)C(C)C)[C@@]2(C)c3[nH]c4cc(CCC(=O)N(C)C)ccc4c3CCN2C1=O
38	COc1ccc(C)cc1C(=O)C1CC(C(=O)O)C(C)(C)C1C (stereo not drawn)
39	CC(C)Oc1ccc(-c2nc(NCC3CCCO3)c3ccccc3n2)cc1 (stereo not drawn)
40	CC(C)COC(=O)Nc1ccc(C(=O)O)cc1
41	COc1ccccc1N1CCN(CCc2n[nH]c(=S)n2-c2ccccc2)CC1
42	Cc1cc(-n2c(C)cc(C(=O)CN3C(=O)NC4(CCCCC4C)C3=O)c2C)no1 (stereo not drawn)
43	COc1ccc(S(=O)(=O)N2CCC(n3cnc4cc(C(F)(F)F)ccc43)CC2)cc1

Assay by compound	36	37	38	39	40	41	42	43
NR2E3 ag-1	-2	·	-4	2	5	3	-3	2
CF NFkB inh	15	-2	2	-25	-1	6	-7	9
MITF TRPM1 inh	17	3	5	-17	-16	6	11	8
Shn3 3UTR inh	6	82	-8	-26	8	16	-3	25
aDG glyco act	0.1	0.0	-0.1	0.1	-0.1	0.1	0.0	0.1
HIF-2a block	7	16	19	-95	5	15	3	6
Peg3 prom inh	0	-13	4	-44	-15	14	9	5
hiPSC survival	-0.2	-1.5	-2.5	0.4	-0.3	-1.9	2.5	-0.3
NR2E3 ag-2	27	20	5	-24	-21	-22	-13	7
TWEAK-Fn14 inh	-3	-37	-22	-12	0	-2	6	11
KKLEB cytotox	0	1	1	-3	2	-5	-9	-8

Assay outcomes from PubChem.
